# Source: PubChem
# ATG4B inhibitor = inhibitors of human ATG4B cysteine protease; 0.51% of 340,000 active; Q9Y4P1; AID 504462; ATG4B cleavage of LC3-PLA2, NBD-HPC fluorescence, 1 h; inhibition, % at 8.33 µM; in the data active means inhibition above about 40%
# Target sequence (Q9Y4P1 whole entry, looked up): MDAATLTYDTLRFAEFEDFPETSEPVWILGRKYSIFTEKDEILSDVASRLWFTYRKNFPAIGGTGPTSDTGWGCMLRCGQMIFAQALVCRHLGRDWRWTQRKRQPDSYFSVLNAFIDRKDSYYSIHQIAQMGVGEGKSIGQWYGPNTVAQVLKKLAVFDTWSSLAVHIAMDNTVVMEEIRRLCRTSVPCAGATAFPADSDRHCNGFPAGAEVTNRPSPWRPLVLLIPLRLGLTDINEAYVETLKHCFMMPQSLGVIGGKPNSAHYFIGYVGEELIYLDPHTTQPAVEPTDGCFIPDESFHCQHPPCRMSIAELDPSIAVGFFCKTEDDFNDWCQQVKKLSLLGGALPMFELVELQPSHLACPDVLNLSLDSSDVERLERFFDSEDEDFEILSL
# mIAP act = mouse IAP activation | 0.24% of 330,000 active | muIAP, CDP-Star luminescence, 30 min; stronger effect = higher value; 1 = vehicle-only enzyme signal, 0 = enzyme-free wells | activation factor at 10 µM;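 active means activation factor of at least 2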; further: the source names both 10 and 20 µM as test concentration; values of inactives mirror those of a sister screen read the other way
#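 System: mouse IAP enzyme. Reagent: CDP-Star chemiluminescent phosphatase substrate. Benchmarks: DMSO wells, no-enzyme wells. Times: 30 min enzyme-substrate-compound incubation at room temperature. Detection: luminescence from enzymatic CDP-Star hydrolysis. Doses: test compounds delivered from DMSO solution.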
# hIAP block = human IAP inhibition; P09923; purified IAP, CDP-Star luminescence, 30 min; inhibition, % at 10 µM; 0.12% of 330,000 active;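 active means inhibition reaching a set limit with compound at 10 µM in the primary screen, cut at about 35% in these data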;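 further: plate controls were DMSO wells with enzyme for no effect and no-enzyme buffer wells for full effect; values of inactives mirror those of a sister screen read the other way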
# Target sequence (P09923 whole entry, looked up): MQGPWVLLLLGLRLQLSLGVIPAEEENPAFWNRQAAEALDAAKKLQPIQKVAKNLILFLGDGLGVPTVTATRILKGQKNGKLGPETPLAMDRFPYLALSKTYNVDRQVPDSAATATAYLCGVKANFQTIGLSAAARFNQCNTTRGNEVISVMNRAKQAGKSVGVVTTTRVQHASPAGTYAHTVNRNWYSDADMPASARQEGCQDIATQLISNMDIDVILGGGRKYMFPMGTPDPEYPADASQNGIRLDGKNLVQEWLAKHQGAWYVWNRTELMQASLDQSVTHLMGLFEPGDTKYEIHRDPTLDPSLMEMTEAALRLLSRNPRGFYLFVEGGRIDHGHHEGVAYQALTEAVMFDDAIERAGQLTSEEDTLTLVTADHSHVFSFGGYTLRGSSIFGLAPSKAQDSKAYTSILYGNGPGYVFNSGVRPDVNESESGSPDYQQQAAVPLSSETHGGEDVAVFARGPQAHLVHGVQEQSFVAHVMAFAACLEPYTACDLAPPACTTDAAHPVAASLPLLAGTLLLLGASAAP
# TIM10 inh = growth inhibitors of TIM10 yeast strain. S. cerevisiae TIM10 strain growth, BacTiter-Glo luminescence, 24 h. inhibition, % at 10 µM. 1.4% of 330,000 active. AID 463195;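 active means inhibition of 40% or more at the single tested concentration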;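 further: wild-type TIM10 isogenic control strain grown at permissive 25 °C; 0% = DMSO yeast wells and 100% = minimal medium wells without yeast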
# tim10-1 inh = tim10-1 yeast growth inhibition | S. cerevisiae tim10-1 ts strain growth, BacTiter-Glo, 24 h | inhibition, % at 20 µM | 2.2% of 330,000 active | AID 463190;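 active means inhibition of at least 40%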;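 further: mutant grown at 25 °C; 0% = DMSO wells with yeast and 100% = wells holding no yeast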
# hIAP activ = increases human intestinal alkaline phosphatase activity | purified human IAP, CDP-Star luminescence, 30 min; stronger effect = higher value; 1 = vehicle-only enzyme, 0 = enzyme-free background | activation factor at 10 µM | 0.16% of 330,000 active | AID 2524;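 active means activation factor of the enzyme at least 2-fold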; further: the source names both 10 and 20 µM as test concentration; values of inactives mirror those of a sister screen read the other way
# Apaf-1 inh = human Apaf-1 inhibition; O14727; reconstituted apoptosome caspase-3 activity, DEVD-Rh110 fluorescence; inhibition, % at 20 µM; 0.71% of 330,000 active; AID 489030; active means inhibition of at least 40% at 20 µM;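 further: plate controls were DMSO wells for no effect and DEVD-CHO caspase inhibitor wells for full effect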
#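 detection = Rh110 fluorescence intensity | test system = biochemical Apaf-1 apoptosome reconstitution | also added = cytochrome c and DEVD-Rh110 substrate | schedule = 30 min plus 50 min, RT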
# mIAP block = mouse IAP inhibition | 0.2% of 330,000 active | AID 2806 | inhibition, % at 10 µM | purified mouse IAP, CDP-Star luminescence, 30 min;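 active means inhibition of at least 40% at 10 µM in the primary screen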;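 further: plate controls were DMSO with enzyme for no effect and no enzyme wells for full effect; values of inactives mirror those of a sister screen read the other way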
# NALP3 yeast inh = inhibitors of NALP3 inflammasome in yeast; Yeast reconstituted NLRP3/ASC/caspase-1, beta-gal luminescence, 24 h; inhibition, % at 10 µM; 0.39% of 330,000 active;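 active means inhibition of 50% or more; inactive means inhibition below 50%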;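 further: plate controls were induced DMSO wells for no effect and uninduced yeast grown without galactose for full effect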
# Active calls of the source: *; x = not tested or not shown.
SMILES,ATG4B inhibitor,mIAP act,hIAP block,TIM10 inh,tim10-1 inh,hIAP activ,Apaf-1 inh,mIAP block,NALP3 yeast inh
O=C(Cn1[nH]c(=O)c2ccccc2c1=O)OCC(=O)N1CCc2ccccc2C1,-3,0.99,8,8,4,0.92,6,1,1
O=C(NC1CCCCC1)C1CCN(C(=O)NCc2ccccc2)CC1,5,1.1,11,-7,-4,0.89,16,-6,0
O=C(COC(=O)C1CC1)NCCNC(=O)COC(=O)C1CC1,8,1,16,2,5,0.84,3,-4,10
CCN(CCn1cccn1)Cc1nc(Cc2cccc(F)c2)no1,0,0.94,1,-10,10,0.99,-2,6,12
O=C(CNS(=O)(=O)c1ccc(Br)s1)NCc1ccccc1,-14,1.1,5,16,-6,0.95,-1,-6,18
CSc1ncccc1C(=O)OCc1ccccc1,2,0.94,20,-9,9,0.8,8,6,12
CCN(CC)S(=O)(=O)c1ccc(NC(=O)c2ccc(N3CCCC3=O)cc2)cc1,-8,1,-10,-3,-5,1.1,5,-1,15
CCCC(C)C(=O)NCc1ccncc1 (stereo not given),-4,0.95,-13,4,28,1.1,-7,5,-2
CC(C)n1cc(/C=C2\NC(=O)N(c3cccc(Cl)c3)C2=O)c2ccccc21,-15,0.98,-1,-12,21,1,8,2,-2
CCN(CC)S(=O)(=O)c1ccc(C(=O)NC2=C(C(=O)OC)SCC2)cc1,-4,0.88,-10,23,42*,1.1,17,12,-21
CCN(c1ccccc1)S(=O)(=O)c1ccc(C(=O)Nc2nnc(CSC)o2)cc1,-5,1,-15,7,14,1.1,10,-3,6
Cc1cc(NC(=O)c2ccc(S(=O)(=O)N3CCOCC3)cc2)nc2c1c(=O)oc1ccccc12,x,1,-34,15,15,1.3,9,-4,2
Cc1cccc(NC(=O)CN2CCSc3ccccc32)c1,0,0.95,7,19,5,0.93,1,5,19
Cc1cc(C)cc(NC(=O)c2sc3nc4n(c(=O)c3c2C)CCC4)c1,-11,0.98,3,6,43*,0.97,2,2,19
O=c1c2ccccc2nc(SCc2cc(F)cc3c2OCOC3)n1Cc1ccco1,0,0.95,13,-11,12,0.87,1,5,12
COc1ccccc1CCc1nnc(CCC(=O)NC(C)Cn2nc(C)cc2C)o1 (stereo not given),10,1,-19,-4,-2,1.2,-1,-1,-12
CC[C@]12c3[nH]c4cc(-c5ccco5)ccc4c3CCN1C(=O)[C@@H](CC(=O)NCc1ccco1)C[C@@H]2C(=O)N1CCN(C(=O)C2CC2)CC1,x,1.2,x,-2,2,x,15,-22,x
COc1ccc(S(=O)(=O)n2nc(OC(=O)c3ccc(C)cc3)cc2N)cc1,2,1,9,53*,34,0.91,2,0,1
Brc1ccccc1OCCCCCN1CCCC1,x,1.2,-4,-21,-8,1,0,-15,19
O=C(NC1CCN(C(=O)N2c3ccccc3Sc3ccccc32)CC1)c1ccccc1Cl,13,1.1,-15,5,28,1.1,0,-7,5
NC(=O)c1sc2nc3c(c(-c4ccc(Cl)cc4)c2c1N)CCCC3,49*,0.98,14,33,36,0.86,21,2,2
Cc1c(Nc2nc3ccccc3n3cnnc23)cccc1[N+](=O)[O-],-3,0.89,-9,8,24,1.1,1,11,25
CCN(CC)S(=O)(=O)c1ccc(NC(=O)c2cccnc2Cl)c(NC(=O)c2cccnc2Cl)c1,-10,0.99,-46,4,28,1.5,8,0,4
CC12CCC(C1)C(C)(C)C2NS(=O)(=O)c1ccc(F)cc1 (stereo not given),-2,1.2,-2,18,25,1,26,-17,23
CC(C)C[C@H](NC(=O)c1[nH]cnc1C(=O)N[C@@H](Cc1ccccc1)C(=O)OC(C)(C)C)C(=O)OCc1ccccc1,-9,0.96,-48,11,12,1.5,19,4,-9
Cc1c(C)[n+](=O)c2c(n1[O-])CCC2,-3,1.1,-7,-8,13,1.1,1,-14,3
Cc1ccc(NC(=O)CCC(=O)NNS(=O)(=O)c2ccccc2)cc1C,-2,0.99,7,4,-4,0.93,-4,1,-5
COc1ccc(-n2nnnc2SCC(N)=O)cc1,-12,0.94,-2,-3,-2,1,3,6,7
COc1cc(C(=O)NNC(=O)CN2C(=O)NC3(CCCC3)C2=O)cc(OC)c1OC,-5,1,3,7,3,0.97,-11,-2,7
O=C(Nc1nnc(-c2ccc(Cl)cc2)o1)c1nc2ccccc2s1,-5,0.88,-28,8,10,1.3,18,12,16

# Seven entries drawn at random from the list so far:
SMILES,ATG4B inhibitor,mIAP act,hIAP block,TIM10 inh,tim10-1 inh,hIAP activ,Apaf-1 inh,mIAP block,NALP3 yeast inh
O=C(NC1CCN(C(=O)N2c3ccccc3Sc3ccccc32)CC1)c1ccccc1Cl,13,1.1,-15,5,28,1.1,0,-7,5
NC(=O)c1sc2nc3c(c(-c4ccc(Cl)cc4)c2c1N)CCCC3,49*,0.98,14,33,36,0.86,21,2,2
Cc1c(C)[n+](=O)c2c(n1[O-])CCC2,-3,1.1,-7,-8,13,1.1,1,-14,3
COc1cc(C(=O)NNC(=O)CN2C(=O)NC3(CCCC3)C2=O)cc(OC)c1OC,-5,1,3,7,3,0.97,-11,-2,7
Cc1c(Nc2nc3ccccc3n3cnnc23)cccc1[N+](=O)[O-],-3,0.89,-9,8,24,1.1,1,11,25
O=C(Nc1nnc(-c2ccc(Cl)cc2)o1)c1nc2ccccc2s1,-5,0.88,-28,8,10,1.3,18,12,16
CC12CCC(C1)C(C)(C)C2NS(=O)(=O)c1ccc(F)cc1 (stereo not given),-2,1.2,-2,18,25,1,26,-17,23

# (list continues)
SMILES,ATG4B inhibitor,mIAP act,hIAP block,TIM10 inh,tim10-1 inh,hIAP activ,Apaf-1 inh,mIAP block,NALP3 yeast inh
CC(C)c1nc2cc(C(=O)N(C)Cc3ccc(F)cc3)ccc2o1,-1,1,2,-1,4,0.97,7,-1,22
N#CC1=C(N)N(c2ccccc2Sc2ccccc2)C(=O)C1,14,0.98,-13,3,11,1.1,5,2,-7
OCCCNc1c2c(nc3cc(-c4ccc(Cl)cc4)nn13)CCC2,-16,1.1,-15,-4,-7,1.1,19,-5,24
COC(=O)c1ccccc1NC(=O)CSc1nnc(-c2cccnc2)o1,4,1.1,9,-7,13,0.91,5,-7,8
COc1ccc(NC2CCCN(C(=O)CCC(=O)c3ccc(F)cc3)C2)cc1 (stereo not given),1,1,-10,-16,1,1.1,-3,-1,19
COc1cccc(/C=N/NC(=O)c2c(-c3ccccc3)noc2C)c1O,-5,1,10,24,25,0.9,-10,-1,25
Cc1ccc(Nc2c3c(nc4ncnn24)CC(C)CC3)cc1 (stereo not given),-10,0.98,-15,22,32,1.2,7,2,6
O=C(NCCCn1ccnc1)c1ccccc1NS(=O)(=O)c1ccc(F)c(F)c1,-10,0.89,2,5,6,0.98,-7,11,-5
CC(C)(C)OC(=O)N1CCC(NC(=O)c2[nH]cnc2C(=O)Nc2cccc(Cl)c2)CC1,5,0.97,-23,8,21,1.2,4,3,-98
COc1ccccc1OCCC(=O)N1CCN(c2ccccc2OC)CC1,-6,1.1,-7,2,-1,1.1,-8,-7,-13
CCOC(=O)C1CCN(C(=O)CN(Cc2ccc(Cl)cc2)S(C)(=O)=O)CC1,1,0.94,6,13,97*,0.94,-8,6,13
CC1CC(C)CN(S(=O)(=O)c2ccc(NC(=O)[C@@H]3CCCN3C(=O)c3cccs3)cc2)C1 (stereo not given in full),-3,0.5,11,13,11,0.89,17,50*,5
COc1ccc(CC(=O)OCC(=O)NCc2ccccc2Cl)cc1OC,-3,1.1,-6,12,11,1.1,-15,-6,-1
O=S1(=O)NC2CCCCCN2c2ccc(F)cc21 (stereo not given),-3,0.96,9,-4,8,0.91,8,4,20
COc1cccc(C2=NOC(C(=O)NCCCn3ccnc3)C2)c1 (stereo not given),-18,1,-5,-7,-4,1,12,-2,-1
CCOC(=O)C(Cc1ccccc1)C(=O)Nc1nccs1 (stereo not given),-11,1,-15,3,16,1.1,-2,-1,15
COc1ccccc1/C=C(/C(=O)OCC(=O)Nc1cc(C)ccc1C)c1ccccc1,x,0.97,-9,11,31,1.1,10,3,-1
O=C(O)c1cc2c(cc1NC(=O)c1ccccc1C(F)(F)F)OCCCO2,63*,0.94,-3,7,-14,1,2,6,17
Cc1ccc(C)c2[nH]c(=O)c(CN(Cc3ccco3)C(=S)NCC3CCCO3)cc12 (stereo not given),-14,0.79,0,19,24,1,16,21,15
CC(=O)N/C(=C\c1ccccc1)C(=O)OC(C)C(=O)NCc1ccccc1 (stereo not given),2,1.1,-11,-14,-16,1.1,5,-10,3
COC(=O)c1ccc(/C=N/OCC(=O)NC2CCCCCCC2)cc1,-3,0.94,16,28,23,0.84,7,6,24
O=C(CN1C(=O)COc2ccccc21)N1CCc2ccccc2C1,7,0.99,2,-6,15,0.98,2,1,-11
N#CCC(=O)N/N=C/c1cn(Cc2ccccc2C#N)c2ccccc12,-13,0.87,3,6,-8,0.97,-14,13,18
COCCCNC(=O)COc1ccc(S(=O)(=O)Nc2ccccc2)cc1,1,1,-28,0,11,1.3,4,-4,7
CCc1ccc(C(=O)CN2C(=O)NC3(CCCCCC3)C2=O)cc1,4,0.98,-2,3,13,1,1,2,40
COc1ccc(OC)c(-n2cnc3cc(C(=O)O)ccc32)c1,9,1,-6,-4,-6,1.1,-13,-1,17
O=C(NCCN1CCN(c2cccc(Cl)c2)CC1)C1CCCN(S(=O)(=O)c2cnc[nH]2)C1 (stereo not given),-8,1.1,-7,1,-29,1.1,6,-5,-2
CC(=O)c1ccc(NC(=O)CCn2c(=O)oc3ccccc32)cc1,-23,1,-8,-17,15,1.1,7,-1,25
CN1CC=C2C(C#N)=C(N)C(C#N)(C#N)[C@H](c3cccc(Cl)c3)C2C1 (stereo not given in full),0,0.91,1,-5,-10,0.99,1,9,11
CC(C)C(=O)NC(C)C(c1cccs1)N1CCN(C)CC1 (stereo not given),4,0.95,2,2,-5,0.98,-13,5,10
Cc1ccccc1-c1nc(CS(=O)CC(=O)NCCCN(C)c2ccccc2)c(C)o1 (stereo not given),1,1.1,-1,2,29,1,5,-10,9
COc1ccc(-c2c(-c3ccccc3OC)oc3ccccc23)cn1,20,0.89,11,7,11,0.89,11,11,8
N#Cc1ccc(C(=O)NC(=S)N2CCN(C=O)CC2)cc1,2,1.1,-35,3,23,1.4,-3,-8,5
CCCCCCCCOC(=O)C1=C(C)Nc2nnnn2C1c1cccs1 (stereo not given),-5,0.91,6,8,28,0.94,31,9,14
CC(SCC(=O)NC12CC3CC(CC(C3)C1)C2)C(=O)O (stereo not given),-1,1.1,6,-1,-3,0.94,0,-14,-7
COc1ccc(C(=O)NCc2nc3ccccc3[nH]2)cc1OC,3,1,6,2,-1,0.94,-4,0,0
CC1CCCC(C)N1C(=O)COC(=O)c1cc([N+](=O)[O-])ccc1N1CCOCC1 (stereo not given),4,1,-2,-2,7,1,6,-2,13
N#Cc1ccc(OCC(=O)NC2CCCCCC2)cc1,1,1.1,5,17,17,0.95,-6,-8,25
CCn1c(SCc2ccc(F)cc2)nc2ccccc2c1=O,1,1,4,-26,0,0.96,18,-3,-10
O=C(Nc1cccc2cccnc12)c1cccc(N2C(=O)CCC2=O)c1,-2,0.92,4,7,3,0.96,-5,8,11
COC(=O)C(NC(C)=O)(Nc1nc(C)cs1)C(F)(F)F (stereo not given),-1,1,12,13,10,0.88,-5,-1,1
